# TDP1 inh: qHTS Assay for Inhibitors of Tyrosyl-DNA Phosphodiesterase (TDP1). recombinant TDP1, AlphaScreen DNA substrate cleavage. Potency, µM (top dose mostly 130 µM), without a hit: at the top dose activity change, negative = inhibition, most hits filed as inhibitors. AID 485290, 2010. 350,000 compounds, 0.28% hits; also: nearly all actives have a fitted effect of over 40% in size
# Target sequence (Q9NUW8 whole entry, looked up): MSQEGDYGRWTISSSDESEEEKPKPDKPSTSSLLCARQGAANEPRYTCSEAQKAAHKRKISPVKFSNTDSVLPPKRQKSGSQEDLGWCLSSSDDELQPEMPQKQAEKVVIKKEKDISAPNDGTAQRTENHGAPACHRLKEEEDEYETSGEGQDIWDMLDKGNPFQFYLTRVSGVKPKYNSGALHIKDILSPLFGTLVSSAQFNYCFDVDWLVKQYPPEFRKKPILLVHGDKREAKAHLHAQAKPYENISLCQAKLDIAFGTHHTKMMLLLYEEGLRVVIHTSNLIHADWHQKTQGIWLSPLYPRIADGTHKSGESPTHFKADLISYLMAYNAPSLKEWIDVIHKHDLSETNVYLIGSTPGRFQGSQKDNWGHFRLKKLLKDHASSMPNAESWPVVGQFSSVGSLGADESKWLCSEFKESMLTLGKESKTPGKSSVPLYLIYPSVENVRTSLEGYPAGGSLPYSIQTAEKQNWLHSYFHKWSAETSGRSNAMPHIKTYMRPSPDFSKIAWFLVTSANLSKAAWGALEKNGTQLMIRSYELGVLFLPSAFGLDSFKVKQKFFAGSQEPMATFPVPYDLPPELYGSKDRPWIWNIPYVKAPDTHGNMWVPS
#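 Recombinant E. coli-expressed Tdp1 (1 nM) preincubated with compound 15 min at RT, then 5'-biotin/3'-phosphotyrosine-FITC DNA substrate (15 nM) added for 5 min. AlphaScreen beads (10 ug/ml) added, 10 min RT; tyrosine-FITC cleavage read as signal loss.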
# DT40 TDP1 CPT: qHTS for Inhibitors of human tyrosyl-DNA phosphodiesterase 1 (TDP1): qHTS in cells in presence of CPT; chicken DT40 Tdp1-/-;hTDP1 cells + 20 nM CPT, ATP luminescence, 48 h; Potency, µM (doses to about 46.2 µM), for inactives: at the top dose activity change, negative = growth inhibition, actives largely listed as inhibitors; 420,000 compounds, 12% hits; AID 686979, 2013; also: nearly all actives have a fitted effect of over 55% in size
#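 Cell growth measured by CellTiter-Glo luminescence after a minimum 48 h, 37 C compound exposure with 20 nM CPT in Tdp1-knockout DT40 cells stably expressing hTDP1, seeded 400/well; qHTS titration format.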
# TDP1 cell noCPT: qHTS for Inhibitors of human tyrosyl-DNA phosphodiesterase 1 (TDP1): qHTS in cells in absence of CPT. DT40 Tdp1-/- hTDP1 cells, no CPT, ATP luminescence, 48 h. Potency, µM (highest dose often 46.2 µM), for inactives: at the highest dose activity change, negative = growth inhibition, hits mostly inhibitors. 420,000 compounds, 15% hits. AID 686978, 2013; also: nearly all actives have a fitted effect of over 55% in size
#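 Camptothecin absent (DMSO only). Human TDP1-complemented DT40 knockout cells, 400 cells/well, 37 °C for minimum 48 hr; ATP measured via CellTiter-Glo, 30 min dark incubation, luminescence.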
# The depositor's hits bear a star; ? = inconclusive; / = not tested or not shown; & = joins results of further samples; [ ] = another dose, or the depositor's remark. Calls follow the shape of the dose curve; as a rule, active = well fitted curve in the direction sought with a large enough effect; inconclusive = small, poorly fitted or top-dose-only effect, or another doubt; inactive = no such curve, though single readings can be large; an effect the other way counts as inactive or inconclusive. % is scaled to controls: 0 for no effect and ±100 for the full control effect; potency is read from the fitted curve at half-maximal effect.
smiles,TDP1 inh,TDP1 cell noCPT,DT40 TDP1 CPT
CCOC(=O)c1ccc(NC(=S)N(CCCN2CCCCCC2)Cc2ccco2)cc1,1%,?,?
Cc1ccc(NC(=O)CN(C)Cc2c(O)ccc3ccccc23)cc1,11%,?,-7%
CN(C)c1ccc(C(CNS(=O)(=O)c2ccc3ccccc3c2)c2c[nH]c3ccccc23)cc1 (stereo not drawn),12%,?,?
COc1ccc([C@H]2CC(=O)C=C(c3ccc(NC(C)=O)cc3)C2)cc1OC,2%,?,?
CCOC(=O)Cc1cc(=O)[nH]c(/N=C(\N)Nc2ccc(OC)cc2)n1,4%,-7%,-19%
Cc1cc(NS(=O)(=O)c2cccc([N+](=O)[O-])c2)no1,3%,-2%,0%
Cc1ccc(N(CC(=O)O)S(C)(=O)=O)cc1,5%,-15%,18%
CCOc1ccc(NC(=O)Cn2c3ncccc3c(=O)n2-c2ccc(CC)cc2)cc1,8%,?,?

# Results in TDP1 inh, for 6 of the compounds above:
SMILES | TDP1 inh
CN(C)c1ccc(C(CNS(=O)(=O)c2ccc3ccccc3c2)c2c[nH]c3ccccc23)cc1 (stereo not drawn) | 12%
COc1ccc([C@H]2CC(=O)C=C(c3ccc(NC(C)=O)cc3)C2)cc1OC | 2%
CCOC(=O)Cc1cc(=O)[nH]c(/N=C(\N)Nc2ccc(OC)cc2)n1 | 4%
Cc1cc(NS(=O)(=O)c2cccc([N+](=O)[O-])c2)no1 | 3%
Cc1ccc(N(CC(=O)O)S(C)(=O)=O)cc1 | 5%
CCOc1ccc(NC(=O)Cn2c3ncccc3c(=O)n2-c2ccc(CC)cc2)cc1 | 8%

# Next entries
smiles,TDP1 inh,TDP1 cell noCPT,DT40 TDP1 CPT
COC(=O)N/N=C/c1ccc(Oc2ccccc2)cc1,5%,-16%,-4%
COc1ccc(C(C(=O)NC2CCCC2)N(Cc2ccc(C)cc2)C(=O)c2ccn[nH]2)cc1OC (stereo not drawn),3%,0%,-16%
CCN(CC)C(=O)Oc1ccc2c(c1)O/C(=C\c1ccco1)C2=O,/,?,-27%
CN(C)S(=O)(=O)c1cccc(C(=O)Nc2ccc(C(=O)Nc3cccc(S(N)(=O)=O)c3)cc2)c1,1%,?,-18%
Cc1ccc(SCCC(=O)NCc2ccco2)cc1,3%,-12%,-14%
S=c1[nH]nc(CSc2nc3ccccc3s2)n1C1CCCCC1,7%,?,?
COc1ccc(CNCCCn2cnc(C(=O)Nc3ccc(C)c(C)c3)n2)cc1,/,16µM*,?
CCN(Cc1ccccc1)C(=O)Cn1cc2c(n1)CCCC2,3%,-20%,-30%
O=C1CC(c2ccc(Cl)c([N+](=O)[O-])c2)c2ccc3ccccc3c2N1 (stereo not drawn),5%,?,?
COC(=O)c1ccc(Cl)cc1NC(=O)N1CCCn2nc(C)cc21,4%,-14%,-16%
O=C(N/N=C/c1ccc([N+](=O)[O-])o1)C1CC1,/,23µM*,7.3µM*
COc1ccc(-c2nc(CS(=O)CC(=O)NCc3cccnc3)c(C)o2)cc1 (stereo not drawn),5%,-13%,-7%
CN(Cc1nccn1C)C(=O)CC1C(=O)NCCN1CC(c1ccccc1)c1ccccc1 (stereo not drawn),0%,-28%,-7%
CCCOc1ccc(CCCN=C(N)N)cc1Cl,1%,2.1µM*,2.1µM*
COc1ccc(-c2nnc(SCC(=O)N(C)Cc3ccccc3)o2)cc1OC,11%,?,?
CCN(C(=O)CN1CCc2ccccc21)c1c(N)n(Cc2ccccc2)c(=O)[nH]c1=O,5%,-10%,15%

# In the list so far, these contain two or more sulfur atoms:
smiles,TDP1 inh,TDP1 cell noCPT,DT40 TDP1 CPT
CN(C)S(=O)(=O)c1cccc(C(=O)Nc2ccc(C(=O)Nc3cccc(S(N)(=O)=O)c3)cc2)c1,1%,?,-18%
S=c1[nH]nc(CSc2nc3ccccc3s2)n1C1CCCCC1,7%,?,?

# The results go on:
smiles,TDP1 inh,TDP1 cell noCPT,DT40 TDP1 CPT
COc1ccc(CC(=O)N(C)CC(=O)Nc2cccc(F)c2)cc1S(=O)(=O)N1CCOCC1,3%,0%,3%
CCOC(=O)C=C1CCN(c2ncc(C(F)(F)F)cc2Cl)CC1,5%,-18%,-22%
Cc1ccc(S(=O)(=O)N(C)c2ccc(C(=O)NCC3CCCO3)cc2)cc1 (stereo not drawn),1%,-9%,-9%
CC(C)CN1CN(Cc2ccccc2)CNC1=S,1%,-4%,0%
CC(=O)c1[nH]c(C)c(C(=O)N2CCCC(Nc3ccc(C(C)C)cc3)C2)c1C (stereo not drawn),7%,-22%,?
COc1cc2nc(N(C)C)nc(N)c2cc1OC,-5%,26µM*,?
CC(C)(C)CC(=O)Nc1ccc(S(=O)(=O)NC2=NCCCCC2)cc1,0%,-1%,9%
CN1C2C=C3C(C#N)=C(N)C(C#N)(C#N)C(c4ccc(Br)cc4)C3C1CC2 (stereo not drawn),10%[56.1 µM],21µM*,?
CCN(CC)CCNC(=O)c1cnn(-c2ncc3c(n2)-c2ccc(OC)cc2CC3)c1C,/,-17%,18%[9.04 µM]
O=C(/C=C/c1ccccc1)Nc1cc(NC(=O)/C=C/c2ccccc2)cc(C(=O)O)c1,/,-11%,-16%
COc1ccccc1N=Nc1c(O)[nH]c2ccc(Br)cc12,/,?,?
COc1cc2c(cc1NC(=O)C(Cl)Cl)-c1ccc(NC(=O)C(Cl)Cl)cc1C2,/,8.2µM*,8.2µM*
CCCC(=O)Nc1ccc(C(=O)COC(=O)c2cc(C)oc2C)cc1,3%,-23%,-2%
Cc1oc(C(N)=O)nc1-c1ccccc1,8%,-9%,-26%
COc1cc(C(=O)N/N=C/c2ccc3c(c2)c2ccccc2n3C)ccc1O,6%,15µM*,?
CCOc1ccccc1CNC(=O)c1nn(C)c2c1CS(=O)(=O)c1ccccc1-2,-1%&3%,?,18µM*
CCN(CC)S(=O)(=O)c1ccc2nc(CCl)[nH]c2c1,5%,?,26µM*
O=C(N[C@@H](Cc1ccc(O)cc1)C(=O)O)c1ccncc1,/,2%,-1%
Cc1nc(-c2ccccc2)sc1-c1ccc(SCC(=O)NCc2ccccc2)nn1,8%,-22%,-3%
CCCNC(=O)NC(=O)CSc1nncs1,0%,-4%,-1%
CS(=O)(=O)Oc1ccc(Br)c2cccnc12,5%,-29%,-10%
CCOc1ccc(NC(=O)CC2C(=O)N(CC)C(=S)N2NC(=O)c2ccncc2)cc1 (stereo not drawn),/,-11%,23%
C[C@@H]1C[C@H]2[C@@H]3C[C@H](F)C4=CC(=O)C=C[C@]4(C)[C@@]3(Cl)[C@@H](O)C[C@]2(C)[C@H]1C(=O)COC(=O)C(C)(C)C,/,?,-22%&10%
Cc1ccc(C(=O)COC(=O)c2c(C)cc(=O)oc2C)cc1[N+](=O)[O-],0%,-1%,12%
C[C@@H]1CN([C@@H](C)CO)C(=O)CCCn2nncc2CO[C@H]1CN(C)S(=O)(=O)c1ccc(Cl)cc1,/,-7%,-6%
CCc1nn(CCCC(=O)NC2CCCCC2C)c(=O)c2cc3occc3n12 (stereo not drawn),/,26µM*,?
CC12CCC(C(=O)NC3CCCC3)(CC1=O)C2(C)C (stereo not drawn),2%,-11%,-25%
CC(=O)Nc1cccc(NC(=S)Nc2cccc(Cl)c2Cl)c1,-2%,6%,1%
CCOCCCn1c(SCC(=O)Nc2oc(C)c3c(C)n[nH]c(=O)c23)nnc1-c1ccncc1,/,2%,3%
CCCCNC(=O)/C(=C/c1ccco1)NC(=O)c1ccco1,4%,7%,-8%
Cc1nn(C2CCS(=O)(=O)C2)c(C)c1CN(C)C(=O)c1ccc(S(=O)(=O)N(C)C)cc1 (stereo not drawn),-1%,2%,9%
COC(=O)c1cc2c(s1)-c1ccccc1OC2,-15%,-24%,1%
COc1ccc(OC)c(-c2csc3nnc(SCC(=O)Nc4ccc(NC(C)=O)cc4)n23)c1,7%,-18%,-17%
O=C(Nc1cc(=O)[nH]c(=O)[nH]1)c1cccc(C(F)(F)F)c1,2%,-4%,-21%
Cc1cc(C)n(-c2ccc(C(=O)Nc3ccc4c(c3)OCCO4)cc2)n1,5%,?,-5%
O=C(NC1CCCCCC1)C1CCN(C(=O)c2ccc(Cl)cc2)CC1,1%,?,?
CC(C)[C@H](NC(=O)c1ccccc1)C(=O)OCC(=O)NCC1CCCO1 (stereo partly drawn),0%,19%,-3%
CCn1cc(S(=O)(=O)c2ccc(C)cc2)c(=O)c2cc(F)c(N3CCN(C)CC3)cc21,2%,-12%,-9%
COc1ccc(OCCC(=O)OCC(=O)NC(=O)NC(C)C)cc1,5%,-1%,-19%
CCOC(=O)c1ccc(-c2c(-c3cc(OC)c(OC)c(OC)c3)noc2C)cc1F,/,1µM*,1.6µM*
CCN(CC)c1cnn(C/C(=N\OC)c2ccc(Cl)cc2)c(=O)c1Br,6%,?,?
COC(=O)c1cnc(Oc2ccc(NC(=O)NC(=O)c3c(OC)cccc3OC)cc2)cc1C(F)(F)F,-6%,1.3µM*,1.2µM*
Cc1ccc(N2CC(C(=O)Nc3ccc4c(c3)OCO4)CC2=O)cc1C (stereo not drawn),-8%,-12%,?
Cc1ccc(Cn2nc(C)c(NC(=O)C3(C)CC3(Br)Br)c2C)cc1 (stereo not drawn),7%[56.1 µM],-26%,-23%
O=C(Oc1ccc(-c2ccccc2)cc1)C1C2CCCCC21 (stereo not drawn),-3%,?,3%
c1cncc(-c2cncnc2NCc2cccs2)c1,/,-9%,9%
O=C(Cc1ccc(OCc2ccccc2)cc1)NO,/,?,?
O=C(/C=C/c1ccccc1)NC(=S)NNC(=O)c1cccnc1,7%,5.8µM*,13µM*
COc1ccc(-c2[nH]ncc2N=Nc2ccccc2)cc1,0%,?,?
O=C(O)c1ccc(-n2nc(C(F)(F)F)cc2-c2cccs2)cc1,/,-20%,7%
Cc1cc(Cl)ccc1C(=O)C1CCCN(C(=O)c2cnn(C(C)C)c2)C1 (stereo not drawn),6%,?,?
CN(C)S(=O)(=O)c1ccc(N2CCCC2)c(C(=O)Nc2ccccc2F)c1,-14%[0.505 µM],?,0%
O=C(C[N+]12CCCc3cccc(c31)CCC2)c1ccc(Cl)c2ccccc12,/,-2%,-9%
COc1ccccc1C(=O)Nc1nnn(C)n1,6%,-10%,-9%
CCCn1nnc(NC(=O)c2ccc(Br)o2)n1,6%,-15%,-15%
C=C(C)Cn1c(SCCN2CCOCC2)nc2c1c(=O)[nH]c(=O)n2C,0%,0%,3%

# (list continues)
smiles,TDP1 inh,TDP1 cell noCPT,DT40 TDP1 CPT
O=C(N/C(=C/c1ccco1)C(=O)N1CCCC1)c1cccs1,7%,2%,0%
COC(=O)CSc1nnc(NC(=O)C2CC(=O)N(c3ccc(F)cc3)C2)s1 (stereo not drawn),7%,10%,4%
COc1ccc(CN2CC(C(=O)NCCC(C)C)CC2=O)cc1 (stereo not drawn),5%,-5%,1%
CN(c1cccc(NS(=O)(=O)c2ccccc2)c1)S(C)(=O)=O,-1%,-14%,4%
O=C(NC1CCCCC1)C1CCN(c2cnccn2)CC1,2%,0%,-10%
COc1ccc(-c2cc(C)no2)cc1S(=O)(=O)Nc1ccccc1,4%,9.2µM*,26µM*
Cn1c(=O)n(-c2ccc(Cl)cc2)c(=O)c2c3c(sc21)COC(C)(C)C3,1%,-27%,-8%
CSc1nc(O)c(C(c2ccc(F)cc2)c2c(O)nc(SC)[nH]c2=O)c(=O)[nH]1,/,-35%,3%
Cc1ccc(CN2CCN(Cc3ccncc3)CC2CCO)o1 (stereo not drawn),3%,?,4%
O=C(c1ccco1)N1CCN(Cc2cccc(F)c2)CC1,-2%,-13%,-12%
CCOC(=O)Cc1c(C)nc(SC)[nH]c1=O,-8%,-3%,2%
CCOC(=O)CSc1nnc(-c2ccc(OC)cc2)n1CC,-4%,0%,-21%
O=C(O)c1cc(Nc2cc(Cl)c3nonc3c2[N+](=O)[O-])ccc1O,/,?,?
CCc1cc2c(N3CCCCC3)ncnc2s1,-7%,?,?
CC(C)(C)c1ccc(C(=O)OCCN2CCCCC2)cc1,/,-26%,-22%
CN1CCN(c2nc(-c3ccc(Cl)s3)cs2)CC1,4%,?,2%
O=C(NC(c1ccc(Cl)cc1)c1ccsc1)C1CCN(CCOc2ccc(Cl)cc2)CC1 (stereo not drawn),/,?,?

# From PubChem
